KCNQ2 inh – KCNQ2 potassium channel inhibitors, primary screen, cell-based, CHO-K1, FluxOR thallium flux, B-score (AID 2156). Potassium voltage-gated channel subfamily KQT member 2 (Rattus norvegicus), O88943. 20 min; active compounds read low. B-score at 10 µM. 1.1% of 310,000 active;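 active means fluorescence ratio B-score at most minus 3 library SDs, with starting brightness B-score within 2 library SDs, cut at about -5.5 in these data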
OX1R FRET antag – antagonists of human orexin 1 receptor (OX1R) | 1.8% of 330,000 active | OX1R-expressing cells, FRET antagonist read-out | inhibition, % at 6.6 µM; in the data active means inhibition mostly above about 38%, no sharp cut-off; inactive means mostly below about 40%;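 further: 0% = agonist challenge alone and 100% = reference antagonist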
Target sequence (O43613 whole entry, looked up): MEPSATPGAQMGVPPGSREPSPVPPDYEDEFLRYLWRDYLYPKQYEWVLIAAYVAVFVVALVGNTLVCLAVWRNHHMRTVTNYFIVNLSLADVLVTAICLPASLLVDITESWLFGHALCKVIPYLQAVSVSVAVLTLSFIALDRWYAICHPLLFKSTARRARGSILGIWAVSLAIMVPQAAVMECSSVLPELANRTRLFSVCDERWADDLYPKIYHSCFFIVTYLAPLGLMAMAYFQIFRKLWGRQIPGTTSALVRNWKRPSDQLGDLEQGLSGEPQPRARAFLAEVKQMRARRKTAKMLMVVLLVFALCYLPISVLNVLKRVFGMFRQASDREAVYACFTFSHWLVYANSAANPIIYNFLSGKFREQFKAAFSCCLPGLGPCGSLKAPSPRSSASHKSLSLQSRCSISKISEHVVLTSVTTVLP
STK33 inh – inhibitors of purified STK33 kinase, primary screen, biochemical, ADP-Glo luminescence, homogeneous, cell-free | MBP phosphorylation | inhibition, % at 10 µM | Serine/threonine-protein kinase 33 (Homo sapiens), Q9BYT3 | 0.073% of 320,000 active;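 active means inhibition at or above 25%, using the most active replicate where run in duplicate; inactive means inhibition below 25%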
Target sequence (Q9BYT3 whole entry, looked up): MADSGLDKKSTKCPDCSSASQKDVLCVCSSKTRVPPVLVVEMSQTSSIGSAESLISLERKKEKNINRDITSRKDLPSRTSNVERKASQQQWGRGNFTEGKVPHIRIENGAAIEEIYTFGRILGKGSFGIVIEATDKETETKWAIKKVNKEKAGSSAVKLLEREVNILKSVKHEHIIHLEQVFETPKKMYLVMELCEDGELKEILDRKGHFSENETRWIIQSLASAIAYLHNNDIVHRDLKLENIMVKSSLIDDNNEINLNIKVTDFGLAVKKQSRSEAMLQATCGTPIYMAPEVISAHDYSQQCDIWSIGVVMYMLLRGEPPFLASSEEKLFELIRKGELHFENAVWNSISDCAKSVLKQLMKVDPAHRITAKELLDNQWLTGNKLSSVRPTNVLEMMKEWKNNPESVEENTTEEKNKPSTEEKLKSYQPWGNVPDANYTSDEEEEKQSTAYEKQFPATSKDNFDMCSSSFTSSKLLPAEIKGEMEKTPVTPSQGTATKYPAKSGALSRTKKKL
The depositor's hits bear a star; i = inactive; x = no result given.

Fields: KCNQ2 inh	OX1R FRET antag	STK33 inh
COc1ccccc1NC(=O)CCC(=O)N(Cc1ccc(OC)c(OC)c1)c1nccs1
→ i	22	0.9
Cc1ccc(NC(=O)/C(=C\c2ccco2)NC(=O)c2ccco2)cc1
→ i	14	-0.7
O=C(CC1Oc2ccccc2NC1=O)NCCCN1CCN(C2CCCCC2)CC1 (stereo not given)
→ i	12	-1.2
NC12CC3CC(C1)CC(CC(=O)O)(C3)C2
→ i	14	1.8
O=C(O)COc1ccc(NC(=O)c2cccs2)cc1
→ i	9	-1.6
CCN(CC)c1ccc(/C=N/N2CCN(c3ccccc3OC)CC2)cc1
→ i	14	0.0
C=CCNC(=O)/C(C#N)=C/c1cc(Br)ccc1OC
→ i	19	0.5
CCOC(=O)C(CC)Sc1nc2c(c(=O)[nH]c(=O)n2C)n1CCc1ccccc1 (stereo not given)
→ i	7	-1.2
COc1ccc(N(CC(=O)NC2CCS(=O)(=O)C2)S(=O)(=O)c2cc(C)ccc2C)cc1 (stereo not given)
→ x	10	0.9
O=C(NNC(=O)c1ccc(Cl)nc1)c1ccncc1
→ x	2	-0.2
CC(=O)O[C@H]1CC[C@]2(C)[C@H]3CC=C4[C@@H]5[C@@H](C)[C@H](C)CC[C@]5(C(=O)O)CC[C@@]4(C)[C@]3(C)CC[C@H]2C1(C)C
→ i	12	-1.4
CC1CCN(S(=O)(=O)c2ccc([N+](=O)[O-])cc2)CC1
→ i	30	-1.8
CCNc1nc(ON=C(C)C)nc(N(C)C)n1
→ i	17	-1.1
CCOc1ccc(S(=O)(=O)N2CCC(C(=O)NCC3CCCO3)CC2)cc1 (stereo not given)
→ i	14	-1.3
COc1ccc(-c2nc3ccccc3c(=O)n2O)cc1
→ i	11	-0.5
CCCCn1c(N)c(N(CCOC)C(=O)CSc2nc3ccc(C)cc3[nH]2)c(=O)[nH]c1=O
→ i	9	-1.1
O=C(NNS(=O)(=O)c1ccccc1)c1ccc([N+](=O)[O-])cc1
→ i	11	-2.3
Cc1cc(C)c(NC(=O)C2CC3CCC2C3)c(C)c1 (stereo not given)
→ i	13	1.1
O=C(/C=C/c1ccc(F)cc1)OCC(=O)c1ccc[nH]1
→ x	2	0.5
CC(C)(C)C(=O)Nc1ccc(C(=O)CSc2nnc(C3CC3)n2C2CC2)cc1
→ x	12	1.0
COc1ccc(C(=O)NCCc2nnc(SCC(=O)Nc3ccccc3)n2C)cc1
→ i	23	-0.4
Cc1nn(Cc2ccc(C(=O)N3CCN(C(=O)c4ccco4)CC3)o2)c(C)c1[N+](=O)[O-]
→ i	66*	0.1
O=C(ON=C1CCN(S(=O)(=O)c2ccccc2)CC1)c1ccccc1
→ i	7	0.7
COc1cccc(OCCNCc2ccccc2)c1
→ i	9	-0.3
CC(CC(=O)O)CC1=NS(=O)(=O)c2ccccc2N1 (stereo not given)
→ i	12	0.7
Cn1c(N)c(C(=O)COC(=O)Cc2ccccc2F)c(=O)n(C)c1=O
→ x	8	0.2
O=C(N/N=C/C=C/c1ccccc1)NC1CCCCC1
→ i	10	0.4
COc1cc2c(cc1NC(=O)COc1ccccc1OC)oc1ccccc12
→ i	-2	-1.0
Cc1ccc(C(=O)Nc2ccc3ccccc3n2)cc1
→ i	21	0.9
NC(=S)N/N=C/c1cn(-c2ccccc2)nc1-c1cccnc1
→ i	25	0.7

(continued)
Fields: KCNQ2 inh	OX1R FRET antag	STK33 inh
CCCN(CC(=O)Nc1cc(Cl)ccc1Cl)C(=O)/C=C/c1cc(OC)ccc1OC
→ x	43*	-1.3
Cc1cc(/C([O-])=C(/C(=S)Nc2ccc(F)cc2)[n+]2ccccc2)c(C)n1Cc1ccccc1Cl
→ i	15	-0.5
COc1cc(C(=O)NCC2CCCO2)ccc1OCc1ccc(Cl)cc1Cl (stereo not given)
→ i	13	0.6
CC(NS(=O)(=O)c1ccccc1)C(=O)NCCc1ccccn1 (stereo not given)
→ i	6	-2.4
Cc1ccc(C(=O)NC2=NCCS2)cc1Cl
→ i	x	-2.7
Fc1ccc2nc(Nc3ccccc3)sc2c1
→ i	30	0.5
COc1ccccc1C(=O)Nc1ccc(N2CCCCC2)cc1
→ i	31	1.2
COc1cc(S(=O)(=O)NC2CCSc3ccccc32)ccc1NC(C)=O (stereo not given)
→ i	22	3.6
Cc1ccc(NC(=S)NNC(=S)NCc2ccccc2)cc1
→ i	22	-0.6
O=C(NCc1ccc(F)cc1)C1C2C=CC3(CN(Cc4cccnc4)C(=O)C13)O2 (stereo not given)
→ i	2	-1.5
CCOc1cc(-c2nc(-c3ccc(C)nc3OCC)no2)cc(OCC)c1OCC
→ i	11	-0.5
Cn1nc(C(=O)OCc2ccc(F)cc2)c2ccccc2c1=O
→ i	13	2.0
Cc1csc(N(C(=O)c2ccc(S(=O)(=O)N(C)C)cc2)c2ccccc2)n1
→ i	12	-0.8
CCCC(=O)c1c[nH]c(C(=O)NCc2ccco2)c1
→ i	14	-1.9
O=c1[nH]c2ccc(S(=O)(=O)NCc3ccccn3)cc2s1
→ i	2	-1.1
CCN1CCN(C(=O)Nc2cccc3ccccc23)CC1
→ i	19	-1.9
C=C1SC(Nc2c(C)cccc2C)=NC12CCCCC2
→ i	20	-0.6
O=C(COc1ccc(Cl)cc1)NCCCn1ccnc1
→ i	9	-1.1
COc1cccc(CC(=O)Nc2ccc(S(=O)(=O)N3CCOCC3)cc2)c1
→ i	10	-0.1
CCN(C(=O)c1c(C)cc(=O)oc1C)c1ccc2c(c1)OCO2
→ i	20	0.0
c1ccc2c(CNn3cnnc3)cccc2c1
→ i	15	0.5
O=C(Nc1ccc(-c2cn3ccccc3n2)cc1)c1ccco1
→ i	10	x
CCn1c(=O)c(C(=O)NCc2ccc(F)cc2)c(O)c2ccccc21
→ -6.7*	14	-2.0
COC(=O)c1ccc(NC(=O)CSC2=NC(=O)C(c3ccccc3)C(=O)N2)cc1 (stereo not given)
→ i	23	0.2
COc1cccc(C(=O)Nc2nnc(S(=O)(=O)N(C)Cc3ccccc3)s2)c1
→ i	43	-1.4
O=C(COc1ccc([N+](=O)[O-])cc1)Nc1cc(C(=O)O)cc(C(=O)O)c1
→ i	25	0.1
CCc1ccc(CCC(=O)Nc2nnc(C)s2)o1
→ i	7	0.0
FC(F)(F)COc1ccc(-n2ccnc2)nn1
→ i	12	-1.6
O=c1c2cccnc2[nH]c(=S)n1CCCN1CCN(c2ccccc2F)CC1
→ i	1	-1.1
Cc1ccc(C(=O)N2CCN(c3ccc(NC(=S)NC(=O)c4cccs4)cc3)CC2)cc1
→ i	13	-0.5

Carrying on:
Fields: KCNQ2 inh	OX1R FRET antag	STK33 inh
O=C(NCc1ccco1)C(c1ccccc1)N(C(=O)Cc1cccs1)c1cccnc1 (stereo not given)
→ i	31	-1.2
NC(=O)c1nsc(C(=O)N(CC(=O)NCc2ccc(F)cc2)Cc2ccco2)c1N
→ i	23	-0.9
CCOC(=O)c1sc(NC(=O)CS(=O)(=O)c2ccc(C)cc2)nc1C
→ i	13	-1.3
Cc1c(Cl)c(=O)oc2cc(OCC(=O)NCc3cccs3)ccc12
→ i	42	-1.3
COc1ccc(-c2nc(NC(=O)C3CC(=O)N(Cc4ccco4)C3)sc2C)cc1 (stereo not given)
→ x	7	0.9
CCCCCOc1ccc(C(=O)NC(CCC)C(=O)O)cc1 (stereo not given)
→ i	23	-0.1
CCC(=O)Nc1ccc(NC(=O)Cc2ccccc2)cn1
→ i	24	-0.1
O=C(NCCc1ccco1)C(=O)NCC1OCCCN1S(=O)(=O)c1ccc(F)cc1 (stereo not given)
→ i	38	-0.5
Cc1nc(Cc2nnc(SCC(=O)N3CC(=O)Nc4ccccc43)o2)cs1
→ x	5	-1.2
Cc1cc(Nc2cccc(F)c2)nc(-c2ccccc2O)n1
→ i	59	0.2
Cc1ccc(OCC(=O)c2cc(C)n(-c3ccccc3)c2C)c([N+](=O)[O-])n1
→ i	19	-0.4
COc1cccc(/C=N/n2c(=S)n(C)c3cc(C)c(C)cc32)c1OC
→ -6.1*	7	-1.8
NC(=O)/C(=C/c1ccco1)C(N)=S
→ i	8	1.8
Cc1cc(OC(C)C(=O)NCc2cccnc2)c2c(C)cc(=O)oc2c1 (stereo not given)
→ i	22	3.5
N#CC(C(N)=O)=C1CCC2(CC1)OCCCCO2
→ i	34	1.4
Cc1[nH]c2ccccc2c1/C=N/NC(=O)c1cccc(S(=O)(=O)Nc2ccccc2Cl)c1
→ i	32	-1.2
COc1ccc(-c2nnc(SCC(=O)N(C)C3CCS(=O)(=O)C3)n2N)cc1OC (stereo not given)
→ i	11	-1.9
O=C1C(=O)N(CCCn2ccnc2)C(c2ccc([N+](=O)[O-])cc2)/C1=C(\O)c1ccc2c(c1)OCCO2 (stereo not given)
→ x	8	-0.6
O=C(N/N=C\c1cccnc1)c1cc(-c2ccc(Cl)s2)[nH]n1
→ i	15	-1.7
COc1ccc(N2CCN(C(=O)Cn3cnc4sc(C)c(S(=O)(=O)N5CCOCC5)c4c3=O)CC2)cc1
→ i	29	0.5
Cc1cccc(C(=O)O/N=C/c2c(Cl)n(C)c3ccccc23)c1
→ i	35	-0.7
CN1C(=O)C(=O)N(c2cccc(C(F)(F)F)c2)C1=O
→ i	-2	-0.9
CCNS(=O)(=O)c1ccc(Br)c(OC)c1
→ i	1	-1.0
COc1ccc(OC)c(C2/C(=C(\O)c3ccc(OC)c(Cl)c3)C(=O)C(=O)N2CCN(C)C)c1 (stereo not given)
→ i	18	-0.3
O=C(N/N=C/c1nn(-c2ccccc2)cc1-c1ccccc1)c1ccncc1
→ i	20	x
COc1cc(CNCCO)cc(Br)c1OCc1cccs1
→ i	10	0.6
COc1ccc(Cl)cc1N(CC(=O)N/N=C/c1ccc(OC(C)C)cc1)S(=O)(=O)c1ccc(C)c([N+](=O)[O-])c1
→ i	27	0.7
C[C@H](CO)N1C[C@H](C)[C@@H](CN(C)CC2CCCCC2)Oc2c(NS(=O)(=O)c3ccc(F)cc3)cccc2C1=O
→ x	9	0.0
O=C(COc1ccc(-c2nnco2)cc1)N1CCN(S(=O)(=O)c2ccccc2)CC1
→ i	18	-2.7
CCCCn1c(N)c(N(CC(C)C)C(=O)C2CCN(S(=O)(=O)c3ccc(C)c(C)c3)CC2)c(=O)[nH]c1=O
→ i	11	0.9

Other compounds follow:
Fields: KCNQ2 inh	OX1R FRET antag	STK33 inh
N/C(=N\S(=O)(=O)c1cc(C(F)(F)F)cc(C(F)(F)F)c1)c1cccs1
→ i	0	-1.6
CCCCOCCCNC(=O)Cc1cccs1
→ i	5	-0.2
CC(C)(C)C(=O)Nc1c2c(nn1-c1cccc(Cl)c1)CS(=O)(=O)C2
→ i	5	-0.8
COc1ccc(NC(=O)COC(=O)c2cccc(S(=O)(=O)N3CCCCC3)c2)c(OC)c1
→ x	3	-1.6
COc1ccc(N2CCN(C(=O)CCCNC(=O)Cn3cnc4sc(C)c(C)c4c3=O)CC2)cc1
→ i	10	-0.3
C=CCN(C(=O)c1csnn1)C(C(=O)NC1CCCCC1)c1ccc(C)cc1 (stereo not given)
→ i	7	0.3
C#CCOCCOCCOCCNc1nc(N2CCN(C(=O)Cn3cc(CCCCN)nn3)CC2)nc(N2CCN(C(=O)Cn3cc(CCCN=C(N)N)nn3)CC2)n1
→ x	16	-0.2
Cc1c(N=C2N=C(NC(=O)c3cccs3)c3ccccc32)c(=O)n(-c2ccccc2)n1C
→ i	20	0.6
O=C1N=C(N2C=CC(=C3C=CNC=C3)C=C2)/C(=C/N=NC(=O)c2ccccc2O)S1
→ i	108*	1.6
CC1(C)CNC(=O)c2sc(N3CCCCC3)nc2C1
→ i	12	-0.7
Cc1cc(Cl)ccc1NC(=O)Nc1c(C)n(-c2ccccc2)c(=O)n1C
→ i	12	x
O=C(Nc1ccc2cccnc2c1)c1ccc(Br)cc1
→ i	30*	-1.0
CCOC(=O)CNC(=O)CSc1cc(C)nc2ccc(OC)cc12
→ i	36	-0.2
CC1CCCN(CCCNC(=O)c2cc3c(Cl)nc4ccccc4c3s2)C1 (stereo not given)
→ i	16	4.7
COc1ccc(S(=O)(=O)N2CCSC2c2ccc(OC)c(OC)c2)cc1 (stereo not given)
→ i	26	0.3
COc1cc(/C=C2\SC(=Nc3ccc(F)cc3)N(c3ccc(F)cc3)C2=O)ccc1OCC(=O)O
→ i	6	0.1

Copied from the listing (5 entries):
Fields: KCNQ2 inh	OX1R FRET antag	STK33 inh
O=C(Nc1ccc2cccnc2c1)c1ccc(Br)cc1
→ i	30*	-1.0
CCOC(=O)CNC(=O)CSc1cc(C)nc2ccc(OC)cc12
→ i	36	-0.2
CC1CCCN(CCCNC(=O)c2cc3c(Cl)nc4ccccc4c3s2)C1 (stereo not given)
→ i	16	4.7
COc1ccc(S(=O)(=O)N2CCSC2c2ccc(OC)c(OC)c2)cc1 (stereo not given)
→ i	26	0.3
COc1cc(/C=C2\SC(=Nc3ccc(F)cc3)N(c3ccc(F)cc3)C2=O)ccc1OCC(=O)O
→ i	6	0.1

Bioassay records (PubChem BioAssay)
